ADAM10 inh – ADAM10 inhibition, QFRET primary screen | inhibition, % at 7 µM | AID 720582 | recombinant ADAM10, EDANS/DABCYL FRET peptide cleavage, 3 h | 370,000 compounds, 0.62% hits;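 active = inhibition above a per-campaign cutoff equal to the mean of compounds falling between control-based bounds plus 3 SD, cut at about 20% in these data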;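 also: 0% = DMSO wells while the 100% control is not disclosed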
ARFGAP1 inh – rat ARFGAP1 inhibition | Arfgap1-stimulated ARF1 GTP hydrolysis, GDP FP detection | AID 651572 | Q62848 | inhibition, % at 16.5 µM | 360,000 compounds, 0.26% hits;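 active = inhibition above a per-plate limit, mean inhibition of low control wells plus 3 SD, cut at about 25% in these data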;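 also: 0% = DMSO wells with enzyme and 100% = wells lacking Arfgap1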
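System: truncated rat Arfgap1 GAP domain / Benchmarks: high control wells lacking Arfgap1, low control full reaction with DMSO / Times: compound-enzyme preincubation 20 min, reaction 120 min, detection 60 min, 25 °C / Repeats: one replicate per compound / Also added: human ARF1(Δ1-17)-GTP substrate / Measured by: Tracer-displacement fluorescence polarization with EDTA stop, 620/688 nm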
ASAP1 inh – inhibitors of human ASAP1 ArfGAP activity; Q9ULH1; ASAP1-stimulated ARF1 GTP hydrolysis, GDP FP detection; inhibition, % at 16.5 µM; 360,000 compounds, 0.19% hits; AID 624377; in the data active = inhibition above about 25%;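 also: 0% = vehicle with enzyme and substrate and 100% = no enzyme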
NPR2 activator – GC-B (human) receptor activation | HEK293-GC-B cells, CNP EC30, cGMP TR-FRET; 0% at EC30 CNP, 100% saturating CNP | 370,000 compounds, 0.11% hits | AID 1920062 | activation, % at 10 µM | P20594;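 active = activation at 10 µM reaching about 35% in either raw or pattern-adjusted values, limit read from the data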
Target sequence (P20594 whole entry, looked up): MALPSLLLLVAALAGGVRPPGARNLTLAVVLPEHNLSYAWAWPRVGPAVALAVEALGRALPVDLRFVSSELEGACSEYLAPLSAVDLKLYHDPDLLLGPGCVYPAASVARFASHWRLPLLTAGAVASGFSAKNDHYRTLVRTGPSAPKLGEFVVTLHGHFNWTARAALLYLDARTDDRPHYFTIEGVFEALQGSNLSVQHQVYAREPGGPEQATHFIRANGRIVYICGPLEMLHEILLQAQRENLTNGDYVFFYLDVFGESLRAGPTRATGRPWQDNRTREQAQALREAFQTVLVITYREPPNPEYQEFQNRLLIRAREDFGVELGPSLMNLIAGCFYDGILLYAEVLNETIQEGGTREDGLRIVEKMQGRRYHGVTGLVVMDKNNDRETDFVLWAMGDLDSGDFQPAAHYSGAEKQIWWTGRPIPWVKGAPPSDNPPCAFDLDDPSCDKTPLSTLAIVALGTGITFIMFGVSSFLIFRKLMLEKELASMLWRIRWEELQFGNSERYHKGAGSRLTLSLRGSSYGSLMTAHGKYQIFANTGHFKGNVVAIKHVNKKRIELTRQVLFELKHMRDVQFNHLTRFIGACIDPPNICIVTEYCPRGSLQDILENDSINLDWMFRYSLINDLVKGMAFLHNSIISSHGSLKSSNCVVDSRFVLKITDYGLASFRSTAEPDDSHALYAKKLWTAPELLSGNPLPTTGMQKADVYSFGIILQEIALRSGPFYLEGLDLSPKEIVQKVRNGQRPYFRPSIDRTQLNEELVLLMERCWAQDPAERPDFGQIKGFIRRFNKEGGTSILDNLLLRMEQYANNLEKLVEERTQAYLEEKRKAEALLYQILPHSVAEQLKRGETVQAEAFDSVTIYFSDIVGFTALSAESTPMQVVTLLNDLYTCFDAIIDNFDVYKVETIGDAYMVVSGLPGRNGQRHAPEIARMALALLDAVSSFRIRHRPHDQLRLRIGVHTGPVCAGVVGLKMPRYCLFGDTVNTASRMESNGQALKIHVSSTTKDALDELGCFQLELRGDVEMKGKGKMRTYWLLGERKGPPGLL
FXN GAA850 act – activators of GAA850 frataxin (FXN) promoter; AID 540364; HEK293 lucGAA850 FXN promoter luciferase reporter, 24 h; percent of 10 µM SAHA response; activation, % at 6 µM; 360,000 compounds, 0.56% hits;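 active = activation above the average of all compounds screened plus 3 SD, cutoff fixed separately per campaign, cut at about 7.5% in these data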;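 also: 0% = DMSO wells and 100% = 10 µM SAHA wells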
GC-A act – GC-A (human) enzyme activation. AID 1671463. P16066. activation, % at 10 µM. HEK293 GC-A cells, cGMP TR-FRET, EC30 ANP; 0% at EC30 ANP, 100% saturating ANP. 370,000 compounds, 0.14% hits; in the data active = activation above about 40%
rCAG RNA binder – binds r(CAG) RNA repeats; r(CAG) RNA repeat, TO-PRO-1 dye displacement fluorescence; inhibition, % at 3 µM; 370,000 compounds, 1.3% hits;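 active = inhibition above the plate cutoff, the mean of all test compounds on that plate plus 3 SD, cut at about 35% in these data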;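 also: 0% = DMSO alone and 100% = 100 µM mitoxantrone as full dye displacement; higher means more dye released from RNA so lower well fluorescence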
sPLA2-III inh – Inhibits HGIII-sPLA2 liposome hydrolysis, primary screen; QFRET BODIPY PC-A2 liposome hydrolysis, fluorescence; inhibition, % at 12.2 µM; 370,000 compounds, 0.56% hits; Q9NZ20;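 active = inhibition above mean plus 3 SD of compounds lying within the high and low control bounds, cut at about 19% in these data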;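 also: 0% = median of test compound wells and 100% = no enzyme DMSO wells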
DDE Tn6 FP inh – DD(E)-Tn6 binding inhibition, primary FP screen | P02675 | Fibrin DD(E) TRITC-Tn6 fluorescence polarization displacement | inhibition, % at 8.3 µM | 370,000 compounds, 0.21% hits;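 active = inhibition above a per-campaign cutoff: mean of compounds within control limits plus 3 SD, cut at about 15% in these data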;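 also: 0% = median of all compound wells on the plate and 100% = blocking peptide control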
proKLK7 act – activates the human kallikrein-7 zymogen. P49862. purified proKLK7, EDANS-DABCYL substrate fluorescence; 100% is mature enzyme control, 0% vehicle. activation, % at 7 µM. 370,000 compounds, 0.9% hits;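 active = activation above the mean of all tested compounds plus 3 SD, computed per campaign excluding outliers beyond control limits, cut at about 13% in these data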
The depositor's hits bear a star; i = inactive; nt = not tested or not shown.

SMILES	ADAM10 inh	ARFGAP1 inh	ASAP1 inh	NPR2 activator	FXN GAA850 act	GC-A act	rCAG RNA binder	sPLA2-III inh	DDE Tn6 FP inh	proKLK7 act
CCCCN(C)CCNC(=O)CCNC(=O)Cn1ccc2ccccc2c1=O	-13	13	-2	-1	1.7	3	0	5	-1	-0.2
O=C(c1ccc(S(=O)(=O)Nc2ccccc2Cl)cc1)N1CCOCC1	-1	3	-7	-5	0.0	-1	-1	5	-5	-1.0
COc1cccc2c(SCC(=O)N/N=C/c3ccc(O)c(O)c3)cc(C)nc12	-8	2	2	-5	1.0	-9	17	-5	-7	-0.8
CCCCCn1c(N(C)Cc2ccccc2)nc2c1c(=O)[nH]c(=O)n2C	-16	6	-3	-7	-1.8	15	-3	9	-2	0.5
O=C(C1=NNCC1c1ccccc1)C1OC1c1ccccc1 (stereo not given)	-57	20	3	-2	1.4	9	1	-8	-4	0.1
CCC(C)(C(=O)Nc1c(C)cccc1C)N(C)C(=O)c1ccc2ccccc2n1 (stereo not given)	-1	7	4	-6	-1.5	4	-5	2	-1	0.0
COc1ccccc1-c1cc(C(F)(F)F)nc(S(=O)(=O)CCCC(=O)Nc2cccnc2Cl)n1	-65	1	-4	5	2.7	73*	2	0	-1	-3.0
Nc1ccc(-c2nc3cc([N+](=O)[O-])ccc3o2)cc1	-33	16	-7	6	6.2	7	6	14	-1	-0.9
COc1ccc(CC2c3cc(OC)c(OC)cc3CC[N+]2(C)CCC(=O)OCCCCCOC(=O)CC[N+]2(C)CCc3cc(OC)c(OC)cc3C2Cc2ccc(OC)c(OC)c2)cc1OC (stereo not given)	2	9	12	6	2.3	4	10	-2	-3	0.5
O=C(CC(SCCO)c1ccc(F)cc1)c1ccco1 (stereo not given)	0	-4	-16	1	4.0	-1	0	11	-2	0.5
CC(C)NS(=O)(=O)c1ccc(OCC(=O)Nc2cccc3ccccc23)cc1	6	-5	0	3	-0.7	5	4	-22	0	0.0
COc1cccc(NC(=O)CSc2nc3ccccc3n2C)c1	3	-11	6	-11	2.0	-7	-1	-7	-1	0.1
CCN(CC(=O)Nc1c(F)cccc1F)C(=O)CCNS(=O)(=O)c1ccccc1C(F)(F)F	-7	16	-2	1	0.3	0	-2	5	-4	0.3
CCOC(=O)c1c(NC(=O)CSc2nnnn2-c2ccc(OC)cc2)sc(C)c1C	0	0	-2	1	0.8	4	0	5	-1	-0.1
COc1cccc(OCCn2c(C)c(/C=N/n3cnnc3)c3ccccc32)c1	10	10	15	-12	3.3	-26	4	1	-1	-0.4
Oc1ccc(-c2csc(-c3cccnc3)n2)c(O)c1	4	-13	-7	-8	-2.1	-8	7	-7	-1	-0.8
C=CCNC(=O)c1ccccc1NS(=O)(=O)c1ccc(SC)cc1	-1	-6	-12	6	2.3	-1	11	-17	3	0.1
COC(=O)[C@@H]1CCCN1Cc1c(C(=O)N2CCOCC2)nc2c(C)cccn12	-7	-12	18	5	4.8	-2	-1	-2	1	-0.3
CN(C)C(CNC(=O)c1ccco1)c1cccs1 (stereo not given)	-11	6	-15	5	0.1	3	0	1	2	-0.7
NC(=O)C1(Nc2ccc([N+](=O)[O-])cc2)CCCC1	-5	6	4	6	-1.6	-1	1	-4	4	-0.8
Cc1ccc(O)c(NC(=O)c2cc(-c3ccccc3Cl)on2)c1	3	-13	-4	-5	2.8	-1	8	-11	-10	-0.5
CC1Cc2ccccc2N1C(=O)CCNS(=O)(=O)c1cccc2nsnc12 (stereo not given)	4	-2	-8	7	0.4	4	0	-6	3	-0.1
Cc1ccccc1NS(=O)(=O)c1ccc(C(=O)NCc2ccccc2CN2CCCC2)cc1	-10	-8	4	-2	-0.3	-5	4	-27	8	-0.9
CC(C)CN(C(=O)CN(C)C(=O)c1ccco1)c1c(N)n(CC(C)C)c(=O)[nH]c1=O	-5	-11	-11	-1	2.2	-3	0	0	3	0.5
Cc1oc(-c2ccc(Cl)cc2)nc1CN1CCCN(C(=O)c2ccco2)CC1	-9	11	6	0	0.3	2	-4	-5	-10	0.0
O=C(NC1CCCCC1)C(c1ccccc1)N(Cc1ccco1)C(=O)Cn1cnc2ccccc21 (stereo not given)	18	-1	6	-12	-3.1	-19	-5	-27	-1	-0.7
c1coc(CNc2nc(-c3ccncc3)cs2)c1	-3	5	-1	9	4.4	3	-3	0	6	0.1
COc1ccc(NC(=O)c2cc(CC(C)C)on2)cc1OC	-18	3	15	0	-1.0	1	-1	17	-7	0.2
Nc1ccccc1SC/C=C/CSc1ccccc1N	-2	5	4	-1	2.7	2	-3	0	-2	-0.3
CSc1ccc(C#N)cc1NC(=O)c1ccc(Cl)nc1	-1	14	-13	-5	2.4	2	-3	5	3	0.0
COC(=O)c1c(C(=O)OC)c2ccncn2c1Cl	-41	-3	-6	-5	1.7	-3	4	6	0	1.6
Cc1cccc(-n2c(C)cc(/C=N/n3cnnc3)c2C)c1	-4	8	14	3	0.0	-6	-1	7	-4	-0.6
CCCCC(=O)N1CCN(c2nc3ccc(OCC)cc3s2)CC1	-30	-2	6	3	0.0	5	-7	-1	0	3.2
CCC(=O)Nc1ccc(NC(=O)/C=C/c2ccc(Cl)cc2)cc1	-3	4	2	0	-0.6	2	3	-1	2	-0.3
O=C(Cc1cc(=O)[nH]c(=O)[nH]1)NCc1ccccc1	-8	2	8	2	2.0	0	1	-5	-3	0.8
CN(C)C(=O)c1cccc(-c2cnc3c(NC=O)cc(-c4ccc(C(=O)N5CCOCC5)cc4)cn23)c1	-31	8	-9	0	-2.0	0	3	-6	2	0.0
O=C(NCCCN1CCCC1=O)c1ccc2c(c1)OCO2	2	-5	9	-3	0.4	2	-1	3	-8	-0.5
COc1ccc(NC(=O)c2cccc(NS(=O)(=O)c3ccccc3)c2)cc1	4	4	-4	0	-0.9	-1	3	-6	3	-0.3
Cn1nnnc1Sc1ncnc2scc(-c3ccccc3Cl)c12	-14	-7	-8	-1	-2.0	1	-4	3	-2	-0.8
COC(=O)[C@]12CCCCC=C1N(Cc1ccc(Cl)cc1Cl)C(=O)[C@H](CC(=O)N1CCOCC1)C2	0	-2	10	-9	nt	-8	4	-3	11	-0.2
CCOc1ccc(-n2c(=S)sc3c(=O)[nH]c(SCC(=O)NC4CCCCC4)nc32)cc1	0	5	5	3	-1.1	1	5	11	9	-0.4
CNC(=S)N(CCc1c(C)[nH]c2ccc(C)cc12)Cc1ccc(OC)c(OC)c1	-9	18	2	2	-0.5	4	9	-9	1	-0.1
NS(=O)(=O)c1ccc(NC(=O)Cc2c(F)cccc2Cl)cc1	-1	-2	7	2	1.4	3	0	-1	-5	-0.1
CCC(=O)N1c2ccccc2NC2=C(C(=O)CC(C)(C)C2)C1c1ccc(O)c(OC)c1 (stereo not given)	-9	4	5	-4	1.4	-4	-4	0	-5	0.6
Cc1noc(C)c1CSCC(=O)Nc1cc(Cl)ccc1N1CCCCC1	4	8	-6	-9	1.5	-7	-4	4	0	0.3
COc1cc(/C=N\NC(=O)CC#N)ccc1OC/C=C/c1ccccc1	-8	1	-9	2	0.0	-3	13	-13	-5	-0.7
CCCC(=O)N1CCCC1(C)C(=O)Nc1cc(C)ccc1C (stereo not given)	-4	13	1	-1	1.4	2	1	1	7	0.9
COc1ccc(S(=O)(=O)N2CCc3ccccc32)cc1C(=O)NCCc1ccc(S(N)(=O)=O)cc1	-8	8	-11	0	0.8	-2	8	1	5	0.3

Record cards (already shown). Order of screens: ADAM10 inh	ARFGAP1 inh	ASAP1 inh	NPR2 activator	FXN GAA850 act	GC-A act	rCAG RNA binder	sPLA2-III inh	DDE Tn6 FP inh	proKLK7 act
Nc1ccccc1SC/C=C/CSc1ccccc1N as listed: -2	5	4	-1	2.7	2	-3	0	-2	-0.3
Cc1noc(C)c1CSCC(=O)Nc1cc(Cl)ccc1N1CCCCC1 as listed: 4	8	-6	-9	1.5	-7	-4	4	0	0.3
COc1cc(/C=N\NC(=O)CC#N)ccc1OC/C=C/c1ccccc1 as listed: -8	1	-9	2	0.0	-3	13	-13	-5	-0.7
CCOc1ccc(-n2c(=S)sc3c(=O)[nH]c(SCC(=O)NC4CCCCC4)nc32)cc1 as listed: 0	5	5	3	-1.1	1	5	11	9	-0.4
Cc1ccc(O)c(NC(=O)c2cc(-c3ccccc3Cl)on2)c1 as listed: 3	-13	-4	-5	2.8	-1	8	-11	-10	-0.5

(list continues)
SMILES	ADAM10 inh	ARFGAP1 inh	ASAP1 inh	NPR2 activator	FXN GAA850 act	GC-A act	rCAG RNA binder	sPLA2-III inh	DDE Tn6 FP inh	proKLK7 act
CCOC(=O)[C@]12CCCCC/C=C\1N(CCc1ccc(Cl)cc1)C(=O)[C@H]2CC(=O)NCCCCc1ccccc1	13	nt	nt	0	nt	-1	6	-23	-8	-0.8
COC(=O)C1CCN(C(=O)CN2C(=O)NC3(CCC(C)CC3)C2=O)CC1 (stereo not given)	-14	3	-18	0	-1.5	-2	0	14	3	-0.7
O=C(NCc1ccco1)Nc1ccc2nsnc2c1	i	-3	-16	-1	0.5	-12	6	3	-2	27*
N#C/C(=C(/O)COc1ccccc1)c1nc2ccccc2s1	1	5	4	1	0.2	0	6	-6	-2	0.2
COc1ccccc1N(C(=O)c1ccco1)C(C(=O)NC1CCCCC1)c1cc(OC)c(OC)c(OC)c1 (stereo not given)	-1	-2	7	0	0.1	-2	-7	-2	9	-0.3
CC#CCN(Cc1ccco1)C(=O)C1CCC(=O)N(CCc2cccc(F)c2)C1 (stereo not given)	-7	28*	-2	8	-0.5	-2	2	1	-1	-0.2
COc1ccc(/C=C/C(=O)O)cc1COc1cccc(C)c1	7	-8	0	1	2.2	-1	6	-7	-2	-0.4
COC(=O)[C@@]12C[C@@H](CC(=O)N3CCC(c4ccccc4)CC3)C(=O)N(Cc3ccc4c(c3)OCO4)C1=CCC(C)(C)C2	4	-2	-4	5	nt	1	8	-6	4	-0.1
COc1ccc(C(=O)N/N=C/c2ccc(SC)cc2)cc1	-68	-1	-6	-1	0.8	3	0	2	2	0.7

Rewritten comma-delimited: 3 of the compounds above
SMILES,ADAM10 inh,ARFGAP1 inh,ASAP1 inh,NPR2 activator,FXN GAA850 act,GC-A act,rCAG RNA binder,sPLA2-III inh,DDE Tn6 FP inh,proKLK7 act
CC#CCN(Cc1ccco1)C(=O)C1CCC(=O)N(CCc2cccc(F)c2)C1 (stereo not given),-7,28*,-2,8,-0.5,-2,2,1,-1,-0.2
N#C/C(=C(/O)COc1ccccc1)c1nc2ccccc2s1,1,5,4,1,0.2,0,6,-6,-2,0.2
O=C(NCc1ccco1)Nc1ccc2nsnc2c1,i,-3,-16,-1,0.5,-12,6,3,-2,27*
